High-throughput results: PubChem, National Center for Advancing Translational Sciences (NCATS)
AmpC inh no detg: AmpC beta-lactamase inhibition without detergent | P00811 | AmpC nitrocefin hydrolysis, absorbance 480 nm, 0.0001% Triton | Potency, µM (highest dose often 57.1 µM), for the others: top-dose activity change, negative = inhibition, actives largely listed as inhibitors | 0.52% of 330,000 active | AID 485341;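 note: potency is the fitted concentration of half-maximal effect; plate controls were no compound for no effect and no enzyme for full effect; nearly all actives have a fitted effect of over 20% in size; some results filed as inactive show a strong effect at the top dose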
Target sequence (P00811 whole entry, looked up): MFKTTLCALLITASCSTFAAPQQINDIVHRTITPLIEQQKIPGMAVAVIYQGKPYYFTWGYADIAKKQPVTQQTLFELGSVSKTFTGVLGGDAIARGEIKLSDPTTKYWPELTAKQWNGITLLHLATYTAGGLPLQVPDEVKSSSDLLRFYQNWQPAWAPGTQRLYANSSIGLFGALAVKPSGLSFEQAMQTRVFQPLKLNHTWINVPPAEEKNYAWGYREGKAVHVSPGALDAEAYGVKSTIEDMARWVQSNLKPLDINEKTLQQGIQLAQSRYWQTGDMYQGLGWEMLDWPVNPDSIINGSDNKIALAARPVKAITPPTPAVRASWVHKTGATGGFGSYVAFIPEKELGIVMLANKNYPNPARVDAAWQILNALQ
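AmpC (5.3 nM in the dispensed reagent) in 20 mM phosphate pH 7.0 with 0.01% (detergent screen) or 0.0001% Triton X-100 was preincubated with compounds for 15 min at room temperature. Nitrocefin was then added from an 800 uM solution, and hydrolysis was followed at 480 nm.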
HCV inh: HCV inhibition | Huh7.5.1 HCVcc-Cre infection, luciferase reporter, 44 h | Potency, µM (doses to about 41.8 µM), inactives show at the top dose activity change, negative = inhibition, most hits filed as inhibitors | 3.4% of 340,000 active; note: potency is the fitted concentration of half-maximal effect
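Infectious HCVcc-Cre (~0.5 moi) was added to cells just after compound, with cells seeded 4 h earlier at 1,000 per well. Luciferase activity after 44 h culture reported infection; substrate was incubated 15 min at room temperature before reading.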
TbPYK inhibitor: blocks Trypanosoma brucei pyruvate kinase. Potency, µM (highest dose often 76.8 µM), for inactives: at the top dose activity, negative = inhibition, actives largely listed as inhibitors. Q57TT1. AID 624173. 0.12% of 410,000 active. TbPYK enzyme, Kinase-Glo Plus ATP luminescence, 45 min; note: potency is the fitted concentration of half-maximal effect; nearly all actives have a fitted effect of over 50% in size
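Quantitative HTS: titrated library compounds versus trypanosomal pyruvate kinase in TEA buffer (pH 7.2) containing KCl, MgCl2, BSA and Tween-20. Reactions were initiated with ADP, 130 uM final. Kinase-Glo Plus luminescence was read after 45 min at RT.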
HCMV inh: blocks human cytomegalovirus replication; AID 1259415; HFF cells, HCMV-luciferase reporter, 72 h; active compounds read low; activity change, negative = inhibition, % at 57.5 µM; 4.5% of 410,000 active; in the data active = activity change below about -60%; inconclusive = no clear call, values can overlap the other calls; inactive = above about -39%
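After 16 h attachment at 37C, HFF cells received test compound and HCMV-luciferase (1 PFU/cell); reporter luminescence read 72 h later, data normalized against buffer-only and known inhibitor Salinomycin.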
LmPK inh: inhibitors of Leishmania mexicana pyruvate kinase; AID 1721; Potency, µM (top dose mostly 57.5 µM), for inactives: at the highest dose activity change, negative = inhibition, actives largely listed as inhibitors; purified LmPK, Kinase-Glo ATP luminescence, 1 h; 0.37% of 290,000 active; Q27686; note: potency is the fitted concentration of half-maximal effect
Target sequence (Q27686 whole entry, looked up): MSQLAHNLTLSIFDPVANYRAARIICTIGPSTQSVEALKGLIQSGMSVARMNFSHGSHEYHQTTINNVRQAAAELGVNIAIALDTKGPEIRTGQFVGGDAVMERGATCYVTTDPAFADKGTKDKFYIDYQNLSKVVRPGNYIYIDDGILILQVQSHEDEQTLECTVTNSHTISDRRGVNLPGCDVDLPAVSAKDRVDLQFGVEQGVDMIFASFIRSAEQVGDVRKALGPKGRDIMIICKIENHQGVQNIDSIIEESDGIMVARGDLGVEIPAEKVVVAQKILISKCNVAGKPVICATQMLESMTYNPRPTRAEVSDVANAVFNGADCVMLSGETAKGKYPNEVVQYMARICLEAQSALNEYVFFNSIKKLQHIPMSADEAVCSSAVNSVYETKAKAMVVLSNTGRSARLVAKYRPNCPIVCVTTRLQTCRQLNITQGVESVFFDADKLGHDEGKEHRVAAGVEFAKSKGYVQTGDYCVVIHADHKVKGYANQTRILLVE
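ATP generated from ADP (0.1 mM) and PEP (0.5 mM) by 0.1 nM LmPK over 1 h at room temperature (pH 7.2 imidazole buffer) was detected by coupled luciferase luminescence. Values were normalized to uninhibited and no-enzyme wells.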
AMA1 RON2 block: AMA1-RON2 (P. falciparum) interaction inhibition | AlphaScreen AMA1-biotinylated RON2 peptide binding | Potency, µM (top dose mostly 58.2 µM), inactives show top-dose activity change, negative = inhibition, usual class: inhibitors | 0.2% of 360,000 active | AID 720542;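 note: potency is the fitted concentration of half-maximal effect; 0% = vehicle wells and -100% = peptide control; nearly all actives have a fitted effect of over 45% in size; some results filed as inactive show a strong effect at the top dose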
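AMA1 (3D7) with his tag at 25 nM final met compounds first, then biotinylated RON2 peptide at 25 nM; detection used donor plus acceptor beads, 10 µg/mL apiece, read by AlphaScreen after 30 min at room temperature.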
AmpC inh detg: AmpC beta-lactamase inhibition with detergent present; P00811; AmpC hydrolysis of nitrocefin, absorbance 480 nm, 0.01% Triton; Potency, µM (doses to about 114 µM), for inactives: at the highest dose activity change, negative = inhibition, most hits filed as inhibitors; 0.041% of 370,000 active;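 note: potency is the fitted concentration of half-maximal effect; 0% = no-compound wells and -100% = no-enzyme wells; nearly all actives have a fitted effect of over 25% in size; some results filed as inactive show a strong effect at the top dose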
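20 mM phosphate pH 7.0 + 0.01% (detergent screen) or 0.0001% Triton X-100; 5.3 nM AmpC reagent; cpd preinc 15 min RT; nitrocefin (800 uM stock) to start; A480 q20 s × 4 min; Activity was normalised to no-enzyme and no-compound control wells.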
An asterisk follows results filed as active; u = inconclusive; x = not tested or not shown; & = joins results of further samples; [ ] = remark or other dose. Unless noted, calls come from the whole dose curve; as a rule, active = well fitted curve in the direction sought with a large enough effect; inconclusive = small, poorly fitted or top-dose-only effect, or another doubt; inactive = no such curve, though single readings can be large; an effect the other way counts as inactive or inconclusive. Unless noted, % is set by controls: 0 for no effect and ±100 for the full control effect. An unsorted share of the library. Share with any hit: about 7.5%.

molecule,AmpC inh no detg,HCV inh,TbPYK inhibitor,HCMV inh,LmPK inh,AMA1 RON2 block,AmpC inh detg
Cc1cc(C)c2sc(N(Cc3cccnc3)C(=O)CCOc3ccccc3)nc2c1,x,x,1%[15.4 µM],0,x,x,-1%
O=C(c1ccncc1)N1CCN(C(=O)c2cccs2)CC1,-20%,14%,-2%,-3,0%,4%,u
CC(=O)[C@H]1[C@H](c2cccc(Cl)c2)C(C#N)(C#N)[C@@H]2c3ccccc3C=CN21,-47%,-10%,x,x,2%,x,-16%
COc1ccccc1C(=O)N1C(CC(=O)Nc2ccc(C)c(C)c2)C(=O)NC2CCCCC21 (stereo unspecified),132%[activator],-12%,0%,0,-6%,-6%,-8%
Cc1onc(-c2ccccc2)c1-c1ccnn1C(=O)NC(C)C,0%,u,-2%,18,7%,13%,2%
CCOc1cc2c(cc1OCC)C(CC(=O)OC)N(C(=O)Nc1cc(OC)ccc1OC)CC2 (stereo unspecified),x,x,-2%,-23,x,x,19%
Cc1cc(C)c(C)c(S(=O)(=O)NCc2ccc(C(=O)NCC3CCCO3)cc2)c1C (stereo unspecified),63%[activator],3%,1%,6,-9%,-5%,3%
CC(=O)Nc1ccc(S(=O)(=O)N2CCCN(c3nc(C)cc(C)c3C#N)CC2)cc1,2%,-3%,-7%,59,1%,9%,-7%
CCOC(=O)[C@]12Cc3cc(Cl)ccc3[C@H]1N(Cc1ccccc1)C(=O)c1cc(OC)ccc12,x,x,-2%,-106*,x,-1%,x
CCCSCCCNC(=O)Cn1cc2c(n1)CCC(C)C2 (stereo unspecified),37%,-5%,-4%,-16,8%,3%,u
Cc1cccc(C)c1NC(=O)CNC(=O)c1ccc(COc2ccccc2)cc1,-21%,16%,0%,0,x,-1%,3%
COc1ccc(CN(C)CC(=O)Nc2ccccc2C(F)(F)F)c(OC)c1,-7%,33%[activator],20%,-22,-7%,-5%,-1%
O=C(Nc1ccc(N2CCOCC2)cc1)C1(S(=O)(=O)c2ccccc2)CC1,2%,-10%,1%,-6,0%,-2%,4%
O=C(Oc1cccc(NC2=NS(=O)(=O)c3ccccc32)c1)c1ccncc1,-20%,2%,-5%,33,2%,-6%,1%
Cn1ccnc1Sc1ccc(/C=N/NC(=O)c2ccccc2O)cc1[N+](=O)[O-],-22%,-15%,-3%,53,0%,10%,-4%
COCCn1c(SCC(=O)Nc2ccc(S(=O)(=O)N3CCOCC3)cc2)nc2ccccc21,99%[activator],-28%,9%,-18,3%,-10%,-12%
Cc1ccc(CNC(=O)Cn2c(=O)n(-c3ccc(C)cc3)c(=O)c3c2c2cc(C)ccc2n3C)cc1,x,x,4%,19,x,x,-2%
O=C(c1ccc2c(c1)OCCO2)N1CCCC(CNS(=O)(=O)c2cccs2)C1 (stereo unspecified),5%,-1%,0%,35,-4%,2%,1%
Cc1ccc(-n2nnnc2SCC(=O)NC(=O)Nc2ccc3c(c2)OCCO3)cc1,-33%,11%,-2%,154,1%,3%,-13%
O=C(C1CCCO1)N1CCN(c2ncccn2)CC1 (stereo unspecified),-5%,15%,2%,56,1%,u,2%
CCCc1cc(=O)oc2c3c(cc(OCC(=O)NCc4ccccn4)c12)OC(C)(C)CC3,148%[activator],10µM*,0%,u,-3%,7%,-13%
COc1ccc(C(=O)Nc2ccccn2)cc1S(=O)(=O)N1CCOCC1,-5%,3%,2%,24,-13%,5%,-5%
CC(=O)NC(CC(=O)OCC(=O)N1CCN(S(=O)(=O)c2ccc(C)cc2C)CC1)c1ccccc1 (stereo unspecified),133%[activator],u,0%,u,x,0%,-9%
O=C(CN1CCOCC1)N/N=C/c1ccc(-c2ccc(C(=O)O)cc2)o1,-12%,8%,-6%,0,4%,1%,-1%
CC(C)c1nc(SCC(=O)Nc2ccc(N(C)C)cc2)c2ccccc2n1,-3%,u,-2%,-77*,2%,u,3%
O=Cc1ccc(C(=O)OCC(=O)NCCC2=CCCCC2)cc1,-10%,11%,-10%,-21,x,6%,u
Cc1oc2c(cc(NS(=O)(=O)c3ccc(C(C)C)cc3)c3ccccc32)c1C(=O)O,-48%,7%,3%&-1%,25&6,4%,-6%,-17%&-4%
Cc1ccc(S(=O)(=O)N2CCN(C(=O)c3nn(C(C)C)c(=O)c4ccccc34)CC2)cc1C,-1%,u,3%,u,7%,-2%,-11%
O=C(CSc1cccc[n+]1[O-])C12CC3CC(CC(C3)C1)C2,-10%[11.4 µM],u,-15%,-37,1%,4%,-3%
Cn1c(SCC(=O)NNC(=O)Nc2ccccc2)nnc1-c1ccccc1,-4%,0%,3%,13,-1%,47%[activator],2%
CN(C(=O)COC(=O)c1ccc(=O)n(Cc2ccccc2)n1)C1CCS(=O)(=O)C1 (stereo unspecified),-4%,11%,-2%,-29,x,-7%,u
O=C(NS(=O)(=O)c1ccc(Cl)s1)c1ccccc1,-18%,0%,1%,-18,6%,1%,-1%
COc1ccc(CCNC(=O)c2cc(-c3ccccc3)c(N3CCOCC3)s2)cc1OC,x,u,-4%,u,x,-27%,x
Cc1cccc(CN2CCC(n3nccc3NC(=O)c3ccccc3C)CC2)n1,-5%,x,6%,7,6%,9%,-8%
O=S(=O)(c1cccs1)N1CCN(c2ccc(O)cc2)CC1,-25%,u,-15%,u,6%,-6%,-1%
O=C(NC(=S)Nc1ccc(Cc2ccncc2)cc1)c1ccc(F)cc1,-22%,u,-5%,u,8%,54%[activator],-14%
O=C(Cc1cccc(NC(=O)C2CCCN(C(=O)c3ccccc3)C2)c1)Nc1cccc(C(=O)N2CCCCC2)c1 (stereo unspecified),x,-10%[8.37 µM],2%,12,x,-2%,x
CN1CCN(C(=O)CCCN2C(=O)/C(=C/c3ccc(Cl)cc3)SC2=S)CC1,148%[activator],u,-6%,x,x,-8%,11%
CCn1c(C)c(C)c2cc(C(=O)NC3CCCCCC3)ccc21,-19%,u,2%,-25,6%,-3%,-7%
O=C(CNC(=O)c1ccc(Cl)cc1)N/N=C/c1cccnc1,-17%,2%,1%,-20,-2%,11%,2%
CCOc1ccc(CNC(=O)CCS(=O)(=O)c2ccc3c(c2)NC(=O)CO3)cc1OC,-8%,14%,0%,-37,1%,-3%,2%
C(=C\c1ccccc1)/CN1CCN(C(c2cc3ccccc3o2)c2nnnn2Cc2ccccc2)CC1 (stereo unspecified),x,x,-8%,0,x,0%,x
Oc1c(C(c2ccccc2)N2CCCCC2)ccc2ccccc12 (stereo unspecified),x,x,-2%,5,x,-5%,x
COc1ccc(S(=O)(=O)Nc2ccc(C)cc2)cc1N(C)S(=O)(=O)c1ccc(Cl)cc1,-19%,8.9µM*,3%,-99*,1%,-5%,2%
Cn1cnc2c(=O)oc3ccc(S(=O)(=O)N4CCN(c5cccc(C(F)(F)F)c5)CC4)cc3c21,x,x,1%,-6,x,x,-5%
Cc1ccc[n+](CC(=O)c2ccc(NC(=O)c3ccccc3)cc2)c1,-14%,35%[activator],-6%,-36,2%,-17%,1%
O=C(Cn1c(=O)oc2cc(S(=O)(=O)N3CCCC3)ccc21)N1CCN(c2ccccn2)CC1,7.9µM*,u,-2%,-15,-6%,-5%,u
Cc1ccccc1OCc1nc(-c2ccc(Br)o2)no1,-24%,-9%,2%,32,1%,1%,u
O=C(O)c1ccc(NS(=O)(=O)c2ccc(N3C(=O)CCC3=O)cc2)cc1,-13%,16%,2%,-22,-5%,-6%,0%
CSc1c(CC(=O)Nc2ccc(F)cc2)n(Cc2ccccc2)c2ccccc12,-32%,11%,-20%,-62*,0%,-11%,-2%

Ordered by number of heavy atoms (highest first): three of the compounds above
molecule,AmpC inh no detg,HCV inh,TbPYK inhibitor,HCMV inh,LmPK inh,AMA1 RON2 block,AmpC inh detg
O=C(Cn1c(=O)oc2cc(S(=O)(=O)N3CCCC3)ccc21)N1CCN(c2ccccn2)CC1,7.9µM*,u,-2%,-15,-6%,-5%,u
Oc1c(C(c2ccccc2)N2CCCCC2)ccc2ccccc12 (stereo unspecified),x,x,-2%,5,x,-5%,x
O=C(CSc1cccc[n+]1[O-])C12CC3CC(CC(C3)C1)C2,-10%[11.4 µM],u,-15%,-37,1%,4%,-3%

New compounds follow
molecule,AmpC inh no detg,HCV inh,TbPYK inhibitor,HCMV inh,LmPK inh,AMA1 RON2 block,AmpC inh detg
NC(=O)COc1ccccc1/C=C1/SC(=O)N(CC(=O)N2CCc3ccccc3C2)C1=O,69%[activator],-16%,-5%,-30,4%,-1%,-1%
COC(=O)c1cc(S(=O)(=O)NCC2CCN(CCc3ccc(OC)cc3)CC2)cn1C,49%,u,0%,-24,12%,-2%,-7%
COC(=O)C1=C(c2ccccc2OCc2ccccc2)C[C@@H]2CC[C@H]1N2C,x,x,-4%,-20,x,0%,x
Clc1ccc(SCCOCCN2CCCCCC2)cc1,18%,-28%,11%,24,20%,u,u
Cn1nccc1NS(=O)(=O)c1ccc(C(C)(C)C)cc1,-9%,14%,0%,5,0%,-9%,-5%
CCOc1ccc(NC(=O)C2CCCN2C(=O)OCc2ccccc2)cc1 (stereo unspecified),3%,-7%,-1%,-8,5%,-19%,-6%
NC(=O)C1CCN(S(=O)(=O)c2ccccc2[N+](=O)[O-])CC1,0%,11%,4%,4,-2%,14%,1%
Cc1nc2n(n1)CC(O)CS2 (stereo unspecified),-11%,23%,-8%,7,0%,3%,-19%
O=C(COc1ccc(Br)cc1CO)Nc1ccccc1,-22%,16µM*,-12%,24,-3%,-16%,1%
CCOC(=O)CSc1nnc(-c2ccc(OC)cc2)o1,x,x,0%,-6,x,x,10%
CCN(CC(=O)Nc1ccc(S(=O)(=O)N2CCCC2)cc1)CC(=O)Nc1ccccc1C(F)(F)F,31%,11µM*,4%,9,x,85%[activator],x
O=C(CCCOc1ccc(Cl)cc1Cl)n1nnc2ccccc21,-19%,17%,-3%,30,-1%,13%,-6%
Cc1ccc(C(=O)O/N=C(\N)c2ccc(Br)cc2)cc1,-10%,12%,6%,0,-1%,-14%,0%
COc1cc(NC(=O)c2c(C)nn(-c3ccc(F)cc3)c2-n2cccc2)cc(OC)c1,x,x,-4%,3,x,x,2%
CC(=O)OCc1cc(-c2nn(C)c(=O)c3ccccc23)ccc1C,60%,0%,1%,-27,-6%,-7%,1%
CN(C)CC(=O)Nc1ccc2cn[nH]c2c1,-3%,1%,-4%,-21,-1%,-1%,-6%
C=CCn1c(NC(=O)c2ccc(C)cc2)nc2ccccc21,-10%,-11%,4%,94,-5%,80%[activator],2%
